# Screening results as filed in PubChem BioAssay.
# mcGAS MS inh = mouse cGAS inhibition by mass spec | recombinant mouse cGAS, cGAMP by RapidFire MS | AID 1259397 | Q8C6L5 | 130,000 tested, 0.18% active | inhibition, % at 12.5 µM;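 active = inhibition of cGAS enzyme activity at or above 60%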;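 also: enzyme stimulated by 45 bp dsDNA with ATP and GTP substrates; cGAMP share of summed cGAMP plus half ATP and half GTP signals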
# Target sequence (Q8C6L5 whole entry, looked up): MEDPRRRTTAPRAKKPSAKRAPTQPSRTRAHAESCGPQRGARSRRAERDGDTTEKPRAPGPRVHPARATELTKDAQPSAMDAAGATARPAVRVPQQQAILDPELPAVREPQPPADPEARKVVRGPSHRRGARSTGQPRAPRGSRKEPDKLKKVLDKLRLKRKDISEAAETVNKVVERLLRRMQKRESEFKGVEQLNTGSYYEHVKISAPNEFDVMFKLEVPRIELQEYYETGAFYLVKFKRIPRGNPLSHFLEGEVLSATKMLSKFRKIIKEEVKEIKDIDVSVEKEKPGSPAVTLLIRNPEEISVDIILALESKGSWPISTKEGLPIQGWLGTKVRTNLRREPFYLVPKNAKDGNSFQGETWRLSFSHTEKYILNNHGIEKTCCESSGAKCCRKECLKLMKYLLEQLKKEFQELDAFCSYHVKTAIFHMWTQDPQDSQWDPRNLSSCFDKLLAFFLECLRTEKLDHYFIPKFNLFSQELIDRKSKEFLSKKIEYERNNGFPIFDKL
# * marks the source's active call; other numbers are inactive results; & = joins results of further samples. Some of the compounds tested; rates above refer to the full screens.
SMILES,mcGAS MS inh
CCOc1ccc(CN(C)C(=O)c2ccccc2O)cc1,-0.8
CCOC(=O)C1(Cc2ccccc2)CCN(Cc2cc(OC)c3c(c2)OCO3)CC1,-4.0
CCc1cc2c(=O)c(-c3ccccc3)c(C)oc2cc1O,-8.6
CCCC[n+]1c2ccccc2cc2ccccc21,-10.8
NC(=O)N1c2ccccc2C=Cc2ccccc21,-13.2&-1.4
CN[C@@H]1[C@H](O[C@H]2[C@H](O[C@@H]3[C@@H](O)[C@H](O)[C@@H](N=C(N)N)[C@H](O)[C@H]3N=C(N)N)O[C@@H](C)[C@]2(O)C=O)O[C@@H](CO)[C@H](O)[C@H]1O,-6.1
COc1ccc2c(c1)C(=O)N(CCc1ccc(S(=O)(=O)NC(=O)NC3CCCCC3)cc1)C(=O)C2(C)C,-5.3
O=C1CN(C(=O)C2CCC2)CCN1,-6.3
O=C(NCCc1ccco1)C1CCCN(c2nc(-c3ccccc3)nc3c2CCC3)C1 (stereo not drawn),-15.0
COc1ccc(C2C(C(=O)OC3CCCCC3)=C(C)NC3=C2C(=O)CCC3)cc1 (stereo not drawn),-1.8
Cc1ccc(-c2ccc(C(=O)N(C)CC(O)CO)cc2)o1 (stereo not drawn),-14.6
O=C(NN=Cc1ccco1)c1cc(Br)ccc1O,25.3
CCc1ccc(CNC(=O)c2cc(C)sc2C)s1,-6.2
COc1cc(/C=N\N=C(N)c2nonc2N)ccc1O,-1.9
CC(C)NC(=O)c1nn(-c2ccc(F)cc2)c2c1CCCC2,-9.5
O=C(NCCn1ncccc1=O)c1ccc(Cl)cc1Cl,-4.5
CN1CC(C(=O)NC(C)(C)c2ccc(Br)cc2)CC1=O (stereo not drawn),-15.8
CC(NC(=O)Nc1ccc(F)cc1)c1ccc(C#N)cc1 (stereo not drawn),-1.6
Nc1nc(N2CCCC3CCCCC32)ncc1[N+](=O)[O-] (stereo not drawn),-7.5
Cc1occc1C(=O)Nc1ccc(SC2CCCC2)cc1,-11.1
c1ncn(C2CCCCC2)c1CN1C[C@@H]2[C@H](C1)[C@H]1CC[C@@H]2O1,-7.6
CCn1cc(S(=O)(=O)N2CCOC3(CNCCOC3)C2)cn1 (stereo not drawn),-15.3
Cc1cc(C)nc(NN=CC2=CCC3CC2C3(C)C)n1 (stereo not drawn),-3.0
CC1=C(C(=O)OCCC(C)C)C(c2ccc(C)cc2)NC(=O)N1 (stereo not drawn),1.7
O=C(CSc1nnnn1-c1ccccc1)c1ccc(F)cc1,-5.3

# Further records follow:
SMILES,mcGAS MS inh
Cc1ccc(CN(Cc2ccco2)C(=O)c2ccc3c(c2)[nH]c(=O)n3C)s1,3.2
COc1ccc(OC)c(N2CCN(C(=O)c3ccc(F)cc3)C(C)C2=O)c1 (stereo not drawn),0.8
CC(=O)N1CCCN(c2nc3nonc3nc2N2CCCCCC2)CC1,-2.6
CC(C)C(=O)Nc1c2c(nn1-c1ccc(Oc3ccccc3)cc1)CSC2,-2.9
OC1CCN(c2ccccc2NCc2ccc(F)c(F)c2)CC1,-5.2
C=CCN1CC(C(=O)NCc2cccnc2Oc2ccc(C)nc2)CC1=O (stereo not drawn),-9.8
O=C(Nc1nc2c(s1)CCCC2)c1cccc(CN2CC[C@H](O)C2)c1,-9.0
COc1ccc(Cc2nnc(NCCc3ccc(OC)c(OC)c3)[nH]c2=O)cc1,-9.7
CN(CC(=O)N1CC(O)CC1C1CCCCC1)S(C)(=O)=O (stereo not drawn),-7.0
O=C(CN1CCN(c2ncccn2)CC1)N1CCCc2c1c(=O)oc1ccc(O)cc21,0.7
Cc1nn(C)c2sc(C(=O)N3CCN(S(=O)(=O)c4ccccc4)CC3)cc12,-7.8
COCc1nn2c(nnc3c(=O)n(Cc4ccccc4)ccc32)c1-c1ccccc1,-2.6
Cn1cc(C(=O)c2cc(Cl)ccc2O)cc1-c1nnc2n1CCC2,4.1
CNC(=O)c1c(O)c2ccccc2n(C)c1=O,2.1
COc1cc(OC)nc(NC(=O)CN2CCN(Cc3csc(C)n3)CC2)n1,3.5
COc1cccc(NC(=O)N(C)Cc2ccc(C3CC3C)o2)c1 (stereo not drawn),5.6
Cc1cc(NC(=O)COc2ccccc2N2CCCC(C)C2)no1 (stereo not drawn),-17.2
COc1ccc2c(CC(=O)NC3CCCCC3)coc2c1,-4.1
Clc1ccc(C2Nc3ccc(Cl)cc3C(c3ccccc3)O2)cc1 (stereo not drawn),-41.3
CCc1nc(NC2CCC(N)CC2)c2cnn(-c3ccc(C)cc3)c2n1 (stereo not drawn),-3.0
O=C(c1cncc(-c2ccccc2CN2CCOCC2)n1)N1CCCCC1,-15.7
CCOc1ccc(NC(=O)CC(=O)N2CCCn3cncc3C2)cc1,-17.0
CNC(=O)C(C#N)C(=O)C1=Cc2cccc(OC)c2OC1 (stereo not drawn),-26.0
O=c1ccc(-c2cccnc2)nn1CCNS(=O)(=O)c1ccc2c(c1)OCCO2,-4.9
Cc1cc(C)c(CN2CCN(Cc3ncccc3C)CC2)c(-n2cccn2)c1,-23.1

# Structures from the list above with fluorine:
SMILES,mcGAS MS inh
CC(C)NC(=O)c1nn(-c2ccc(F)cc2)c2c1CCCC2,-9.5
CC(NC(=O)Nc1ccc(F)cc1)c1ccc(C#N)cc1 (stereo not drawn),-1.6
O=C(CSc1nnnn1-c1ccccc1)c1ccc(F)cc1,-5.3
COc1ccc(OC)c(N2CCN(C(=O)c3ccc(F)cc3)C(C)C2=O)c1 (stereo not drawn),0.8
OC1CCN(c2ccccc2NCc2ccc(F)c(F)c2)CC1,-5.2

# The main list resumes; the 6 compounds before the break are reprinted first.
SMILES,mcGAS MS inh
CCc1nc(NC2CCC(N)CC2)c2cnn(-c3ccc(C)cc3)c2n1 (stereo not drawn),-3.0
O=C(c1cncc(-c2ccccc2CN2CCOCC2)n1)N1CCCCC1,-15.7
CCOc1ccc(NC(=O)CC(=O)N2CCCn3cncc3C2)cc1,-17.0
CNC(=O)C(C#N)C(=O)C1=Cc2cccc(OC)c2OC1 (stereo not drawn),-26.0
O=c1ccc(-c2cccnc2)nn1CCNS(=O)(=O)c1ccc2c(c1)OCCO2,-4.9
Cc1cc(C)c(CN2CCN(Cc3ncccc3C)CC2)c(-n2cccn2)c1,-23.1
CCCCc1ccc(NC(=O)c2cnc3n(c2=O)CCS3)cc1,-17.9
CCN(CC)c1ccc(NC(=O)NC(c2ccc(OC)cc2)C2CC2)cn1 (stereo not drawn),6.2
COC(=O)Cn1c(=NC(=O)C2=COCCO2)sc2cc(S(N)(=O)=O)ccc21,-1.6
C=C(C)Cn1c(=O)c2c(nc3n(CCC)c(C)cn23)n(C)c1=O,0.3
Cn1c(NCc2ccccc2F)nc2cc(-c3ccsc3)sc2c1=O,5.9
O=C(/C=C/c1ccccc1)NC1CCN(c2ccccc2C(=O)N2CCN(C3CCCC3)CC2)CC1,-9.0
O=C(c1cc(Cl)c[nH]1)N(Cc1ccccc1)C1CC1,-17.6
CCc1ccc(S(=O)(=O)N(C)C(Cc2ccccn2)C(C)(C)C)cc1 (stereo not drawn),-6.8
Cc1nc2c(c(C)nn2C)c(C)c1CC(=O)O,3.0
CCOc1ccc(CN2CCN(CC3CCCCC3)C(CCO)C2)cc1CO (stereo not drawn),-14.7
O=C(O)c1cnn(Cc2ccccc2)c1C(F)(F)F,0.2
Cc1cccn2cc(C(=O)N3CCCC(N4CCc5ccccc5C4)C3)nc12 (stereo not drawn),-4.1
O=C(Nc1ccccc1Oc1cccnc1)C1CCCN(Cc2ccon2)C1 (stereo not drawn),-0.9
Cc1cc(S(=O)(=O)NCc2ccco2)c(Cl)cc1Cl,5.1
COC(=O)c1ccc(NC(=O)C2CC(=O)N(c3ccc(C)c(F)c3)C2)s1 (stereo not drawn),-4.4
Cc1ccc(C)c(NC(=O)CCNC(=O)c2cnn3ccn(C)c23)c1,-13.5
CCC(C)CN(C)C(=O)Nc1ccc(OC2CCOCC2)c(C)c1 (stereo not drawn),-4.9
CC(C)(C)c1ccc(C(=O)N2CCN(C(C(=O)N3CCOCC3)C3CCCC3)CC2)cc1 (stereo not drawn),-5.0
COc1ccc([N+](=O)[O-])cc1NC(=O)CSc1nc2ncccn2n1,-8.0
COCc1nc(N2CCN(C(=O)C3CCCO3)CC2)c2cnn(C)c2n1 (stereo not drawn),-21.4
Nc1nsc(N2CCN(Cc3cc4ccccc4nc3Cl)CC2)n1,4.5
C=CCn1c(C)csc1=Nc1cccc(Br)c1,-0.4
CCNc1cc(NCCNC(=O)CC)nc(C)n1,0.4
CC1(C(=O)Nc2ccc3c(c2)OCCO3)CCN1C(=O)C1(c2ccccc2)CC1 (stereo not drawn),-18.8
COC(=O)CCSc1nnc(-c2cc(OC)c(OC)c(OC)c2)o1,-1.7

# Additional entries:
SMILES,mcGAS MS inh
O=C(Nc1nnc(C2CC2)s1)C1CCCC1,-4.4
CC(C)(C)c1ccc(-c2nc3n(c(=O)c2C#N)CCS3)cc1,4.9
O=C(C1=COCCO1)N1CCN(c2nc3ccccc3s2)CC1,-7.5
Clc1cccc(NC2=NCCC2)c1,-3.8
CC1CCc2[nH]c3c(C(=O)OCc4ncc(Cl)n4C)cccc3c2C1 (stereo not drawn),-11.6
O=C(C1CCN(C2CCN(Cc3ccc4c(c3)CCO4)CC2)CC1)N1CCCC1,-13.2
Cc1cc(C(=O)N=Nc2c(O)n(C)c3ccccc23)n[nH]1,-1.6
Cn1c(=O)[nH]c2ncc([N+](=O)[O-])cc2c1=O,-3.1
CCOc1ccc(-c2nccn2CCN(C)C)cc1CO,-21.6
O=[N+]([O-])c1ccc2[nH]c(O)c(N=NC3CCS(=O)(=O)C3)c2c1 (stereo not drawn),-9.4
COc1ccc(C2=Nn3c(C)nnc3SC2)cc1,-2.3
O=C(c1ccc(Cl)c(N2CCCC2=O)c1)N1CCN(Cc2ccc(Cl)s2)CC1,-6.1
COc1ccc(C2=NC(=Cc3ccc(OC(F)F)c(OC)c3)C(=O)O2)cc1,-13.5
COc1ccc2c([N+](=O)[O-])c(N3CCOCC3)[nH]c2c1,-0.3
Cc1nc(C(C)(C)C)sc1C(=O)Nc1cnc(C(C)(C)C)nc1,-4.6
Cc1ccc(C)c(C(C)NCc2ccn(C)c(=O)c2)c1 (stereo not drawn),1.3
COCc1nc(NCc2cnc(C)cn2)c2cnn(C)c2n1,-20.0
C[C@]12C=CC(=O)C=C1CCC1C2[C@@H](O)C[C@@]2(C)C1CC[C@]2(O)C(=O)COP(=O)(O)O (stereo partly drawn),-4.0
Cc1ncoc1C(=O)N1CCC(CCC(=O)NC2CCN(Cc3ccccc3)C2)CC1 (stereo not drawn),-1.9
CCC1=NS(=O)(=O)c2cc(NC(=O)COC)ccc2N1CC1CCCO1 (stereo not drawn),-2.4
CCc1ccc(/C(=C2/OC(=O)c3ccccc32)[N+](=O)[O-])cc1,-17.1
CCCCn1c(N2CCN(Cc3ccc(Cl)cc3)CC2)nc2c1c(=O)[nH]c(=O)n2C,-1.5
S=c1[nH]nc(-c2cccnc2)n1C1CC1,-3.6
O=C(NCC1Cc2ccccc2O1)c1ccc(N2CCCCCC2)nc1 (stereo not drawn),-18.6
CCOc1cc(/C=N\Nc2ncnc3nc[nH]c23)ccc1O,2.7

# Following part:
SMILES,mcGAS MS inh
Cn1c(=O)[nH]c(=O)c2c1nc(N1CCN(Cc3cccc(Cl)c3)CC1)n2CCCc1ccccc1,-3.4
Cc1nccn1-c1ccc(CNC(=O)C2CCC(=O)N(Cc3ccccc3F)C2)cc1 (stereo not drawn),-3.9
Cc1ccc(/C=C/S(=O)(=O)NC(C)c2sc(C)nc2C)cc1 (stereo not drawn),-14.4
CC(C)c1ncc(C(=O)N2CCC3(CCCN(C)C3=O)C2)c(=O)[nH]1 (stereo not drawn),-12.8
CCCOC1CCCN(C(=O)Cc2ccccc2)C1 (stereo not drawn),-4.8
CNC(=S)Nc1ccc(-n2cnc3ccccc32)cc1,6.5
O=C(O)[C@H]1C[C@@H](C(=O)N2CCCC2)CN(C(=O)CCCCc2ccccc2)C1,-17.9
O=C(c1cccs1)C1CCCN(Cc2nc(-c3ccc4c(c3)OCO4)no2)C1 (stereo not drawn),-5.8&-3.6
Cc1nc(SCC(=O)N2CCNC2=O)c2c(C)c(C)sc2n1,1.1
Cn1cc(CN2CCCC(CO)(Cc3cccc(Cl)c3)C2)cn1 (stereo not drawn),-4.8
CCn1ccnc1CNc1nc2nonc2nc1N1CCCC1,-3.3
CC(C)(C)c1ccc(OCCNC(=O)Cn2c(-c3cccs3)n[nH]c2=S)cc1,-11.0
CCNC(=O)N1CCC(NC(=O)c2ccnc(C(C)C)n2)CC1,-8.2
CC(=O)OC12CC3CC(C1)CC(C(=O)NCC1CCCN(C)C1)(C3)C2 (stereo not drawn),-8.3
CC(=O)Nc1ccccc1NC(=O)CN1C[C@]2(C)C[C@H]1CC(C)(C)C2,-14.7
CCOC(=O)CCNC(=O)C1CCCN1C(=O)C1CCCCC1 (stereo not drawn),-8.0
OC1CCCc2c(OCc3nnnn3C3CC3)cccc21 (stereo not drawn),-14.3
CCc1cc(C(=O)N2CCCC(N3CCN(c4cccc(C(F)(F)F)c4)CC3)C2)n(C)n1 (stereo not drawn),-0.5
O=C(CCN1CCC(Cn2cccn2)CC1)Nc1cccc(F)c1,-13.2
Cc1ccc(C)c(C(O)c2ncc(-c3ccc(C(F)(F)F)cc3)[nH]2)c1 (stereo not drawn),-7.3
Cc1n[nH]c(C)c1NC(=O)COc1ccc(Cl)cc1Cl,-4.7
CCCn1nc(C(=O)N(CCOC)c2nc3ccccc3s2)ccc1=O,0.7
O=C(O)C1CCN(c2nc(Cc3ccc(F)cc3)ns2)CC1,-3.1
Cc1noc(C)c1CCC(=O)Nc1sc2c(c1C#N)-c1ccccc1CC2,-3.7
Cc1ccc(Nc2nc(NCc3ccco3)nc3nccnc23)c(C)c1,-15.8

# Remaining list, next part:
SMILES,mcGAS MS inh
CN(CC(F)F)C(=O)c1ccc(CS(=O)(=O)C(F)F)cc1,-8.9
Cc1ccc(N2CCCC(NCC3CCCn4ccnc43)C2=O)cc1 (stereo not drawn),-42.2
Cc1ccc(N2C(=O)CC(C(=O)NC(C)C)C2c2cccs2)cc1 (stereo not drawn),-14.9
COCCN1C(=O)C(=Cc2ccc(Br)cc2)SC1=S,-3.7
O=C1C(=O)c2c(C(=O)c3ccccc3)coc2C(Cl)=C1Cl,-8.6
CCOc1ccc(N2C(=O)CSC2c2ccccc2N)cc1 (stereo not drawn),-5.1
